# TDP2 absorb – blocks human TDP2 phosphodiesterase activity; recombinant TDP2, T5PNP hydrolysis, p-nitrophenol absorbance 415 nm; inhibition, % at 12.8 µM; 370,000 compounds, 0.34% hits;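 active = inhibition above the mean of all tested compounds plus 3 SD, set per campaign, cut at about 25% in these data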;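 note: 0% = DMSO with enzyme and 100% = buffer with substrate but no TDP2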
#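 Read-out basis: percent inhibition. System: recombinant human TDP2. Buffer or medium: Mg2+-containing Tris-HCl buffer, pH 7.5. Repeats: single replicate. Timing: reaction 2 h, 37 °C. Benchmarks: high control without enzyme, low control DMSO plus TDP2. Probe or stimulus: 5 mM T5PNP. Doses: 12.8 µM only. Measured by: epi absorbance of p-nitrophenol freed from T5PNP by hydrolysis.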
# UHRF1 binding – human UHRF1 methylated DNA binding inhibitors | Q96T88 | UHRF1 binding to methylated oligo, TR-FRET | inhibition, % at 4.4 µM | 370,000 compounds, 0.75% hits; in the data active = inhibition above about 21%;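 note: UHRF1 SRA domain binding a hemimethylated CpG hairpin DNA probe; 0% = median of test compound wells and 100% = reference inhibitor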
# Target sequence (Q96T88 whole entry, looked up, the tested form may be a part): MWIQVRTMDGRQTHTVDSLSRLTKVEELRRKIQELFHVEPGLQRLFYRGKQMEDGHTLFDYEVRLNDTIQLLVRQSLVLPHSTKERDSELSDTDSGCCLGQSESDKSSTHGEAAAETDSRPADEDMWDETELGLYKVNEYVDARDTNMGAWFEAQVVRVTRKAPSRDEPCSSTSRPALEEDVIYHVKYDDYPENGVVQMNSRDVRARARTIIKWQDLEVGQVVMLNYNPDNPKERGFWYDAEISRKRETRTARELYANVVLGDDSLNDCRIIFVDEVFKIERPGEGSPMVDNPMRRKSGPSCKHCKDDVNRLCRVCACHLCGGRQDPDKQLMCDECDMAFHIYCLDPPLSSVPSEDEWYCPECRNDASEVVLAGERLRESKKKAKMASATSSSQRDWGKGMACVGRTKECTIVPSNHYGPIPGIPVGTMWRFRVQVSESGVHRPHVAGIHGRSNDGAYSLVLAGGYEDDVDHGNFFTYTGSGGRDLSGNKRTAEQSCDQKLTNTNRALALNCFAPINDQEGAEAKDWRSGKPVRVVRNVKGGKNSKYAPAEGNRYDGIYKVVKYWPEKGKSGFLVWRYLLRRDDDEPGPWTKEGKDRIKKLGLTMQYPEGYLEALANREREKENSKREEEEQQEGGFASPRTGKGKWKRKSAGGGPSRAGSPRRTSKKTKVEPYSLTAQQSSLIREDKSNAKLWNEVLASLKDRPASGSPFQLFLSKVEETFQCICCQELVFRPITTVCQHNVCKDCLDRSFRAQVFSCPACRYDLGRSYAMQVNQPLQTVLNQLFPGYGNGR
# PG9 binder – PG9 antibody binding by small molecule; TR-FRET gp120-PG9 antibody binding; inhibition, % at 6.7 µM; AID 624416; 360,000 compounds, 0.43% hits; in the data active = inhibition above about 8.5%
# SIAE primary – blocks human sialic acid acetylesterase | Q9HAT2 | SIAE FP-Rh probe binding, fluorescence polarization | inhibition, % at 9.66 µM | 370,000 compounds, 0.69% hits | AID 1053197;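 active = inhibition above a cutoff: mean of compounds within the control limits plus 3 SD of those, cut at about 17% in these data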;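 note: 0% = plate median of compound wells and 100% = probe without SIAE protein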
# DDE Tn7 FP inh – inhibitors of Tn7 peptide binding to human fibrin DD(E) | 370,000 compounds, 0.13% hits | P02675 | FP displacement of FITC-Tn7 peptide from fibrin DD(E); 0% = median of compound wells per plate | inhibition, % at 8.3 µM;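 active = inhibition above the mean of compounds falling within the control limits plus 3 SD of them, cut at about 14% in these data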;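 note: 0% = plate median of compound wells and 100% = 10 µM Aha-Tn7 peptide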
#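 Test system: human clot-derived fibrin DD(E) complex / Quantity: 2 µM final DD(E) protein / Incubation: 10 min plus 3 h, room temperature / Measured by: fluorescence polarization / Benchmarks: high control of 10 µM Aha-Tn7 peptide / Replicates: singlicate testing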
# PRMT1 inh – inhibitors of human PRMT1; Q99873; recombinant PRMT1, activity-based probe fluorescence polarization; inhibition, % at 2.79 µM; 370,000 compounds, 1.3% hits;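 active = inhibition above about 21% made by adding two undisclosed values, limit read from the data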
# mABHD4 FP – inhibits mouse alpha/beta hydrolase domain 4 | purified mABHD4, FP-Rh probe fluorescence polarization | 370,000 compounds, 0.54% hits | inhibition, % at 8.92 µM | Q8VD66 | AID 720543;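 active = inhibition exceeding the mean over every tested compound plus 3 SD, cut at about 30% in these data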;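 note: 0% = plate median of compound wells and 100% = S159A mutant with DMSO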
#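 assay system = mABHD4 protein | compound dosing = single nominal dose of 8.92 µM, 0.89% DMSO final | read-out basis = percent inhibition of probe binding, normalized to plate controls | schedule = Enzyme–compound pre-incubation 45 min, then probe 60 min, both 25 °C | detection = fluorescence polarization, excitation 525 nm, emission 598 nm, BODIPY TMR filters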
# LEDGF integ inh – blocks HIV-1 LEDGF/p75-dependent DNA integration. TR-FRET IN-LEDGF/p75 DNA integration, Eu/Cy5. inhibition, % at 3.7 µM. 370,000 compounds, 0.64% hits. AID 743269;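 active = inhibition above the screen-wide mean plus 3 SD, cut at about 13% in these data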;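 note: signal is the Cy5 over europium emission ratio at 671 and 618 nm; 0% = plate median of compound wells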
# HTRA1 inh – blocks human HTRA1 serine peptidase | Q92743 | recombinant HTRA1, FP-rhodamine activity-based probe, fluorescence polarization | inhibition, % at 5.96 µM | 340,000 compounds, 0.5% hits; in the data active = inhibition above about 36%;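 note: 0% = enzyme with DMSO and 100% = wells lacking enzyme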
# TCR CD3 inh – blocks the human TCR-CD3 interaction | TAMRA-labeled TCR probe fluorescence, biochemical | inhibition, % at 9.4 µM | 360,000 compounds, 0.37% hits; in the data active = inhibition above about 19%;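 note: recombinant mutant TCR 2C K166C tagged with TAMRA read by polarization; 0% = receptor in buffer alone and 100% = receptor with positive control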
# Active calls of the source: *; x = not tested or not shown.
# Under each structure: TDP2 absorb	UHRF1 binding	PG9 binder	SIAE primary	DDE Tn7 FP inh	PRMT1 inh	mABHD4 FP	LEDGF integ inh	HTRA1 inh	TCR CD3 inh
COc1cccc2c1C(=O)c1c(O)c3c(c(O)c1C2=O)CC(O)(C(C)=NNC(=O)c1ccc(Cl)c(Cl)c1)CC3OC1CC(N)C(O)C(C)O1 (centres undefined)
 : 0	96*	-14	63*	27*	179*	67*	3	71*	158*
Nc1nnc(-c2ccc(Cl)cc2)s1
 : 5	-3	-1.4	4	-1	-1	-2	-1	-1	6
CCC(C)NC(=O)c1cn(C)c(=O)c2cc(OC)c(OC)cc12 (centres undefined)
 : 4	-3	-0.8	-1	-5	-2	0	2	15	5
O=C1CCN(S(=O)(=O)c2ccccc2)N1
 : -2	-2	-1.6	-7	1	6	6	-1	6	0
O=C(O)Cn1c(=O)c(F)cn(C2CCCO2)c1=O (centres undefined)
 : 0	-1	-0.6	-3	-3	0	4	1	6	5
Cc1nc(-c2ccccc2Cl)sc1C(=O)/C=C/N(C)C
 : 0	1	0.2	-11	9	4	-2	-7	-74	-5
Cc1ccc2nc(-c3cccc(-c4cccc(Cl)c4)c3)c(NCc3ccccc3)n2c1
 : -3	0	0.4	8	-1	8	14	-1	-25	3
C[C@H]1[C@@H](OC(=O)NCc2cccnc2)CC[C@@]23CCCN2C(=O)CCC[C@@H]13
 : 3	-4	x	4	2	-1	0	-1	x	x
N#CCC(=O)N/N=C/c1ccc(OC2CSC2)cc1
 : -9	-4	-0.8	6	-7	0	13	2	-11	2
CCOc1ccc(OCC)c(NC(=O)CSc2nc3ccccc3c(=O)n2C)c1
 : -4	0	1.9	-4	-1	1	1	-1	-4	6
COc1ccc(OCc2nc(N)nc(Nc3ccccc3OC)n2)cc1
 : 6	0	-2.0	9	5	1	-12	4	5	-8
O=C(Nc1ccc(Cl)c(Cl)c1)Nc1ccccc1C(=O)O
 : 0	-2	1.9	-20	-4	4	-22	-1	-28	2
CC1(C(=O)Nc2cccc(NS(C)(=O)=O)c2)CCN1CCc1ccccc1 (centres undefined)
 : -1	2	0.6	-3	-1	3	-2	3	x	4
Cc1noc(C)c1COC(=O)CN(C)S(=O)(=O)c1ccc(Cl)cc1
 : 3	-1	-0.4	3	-11	2	4	3	0	3
CC(=O)N1CCN(C2=Nc3ccccc3Sc3ccccc32)CC1
 : 4	0	x	-4	5	0	-1	2	x	x
O=C(COC(=O)c1cccnc1Cl)NCc1ccco1
 : -8	-3	-0.1	0	3	3	6	-3	3	-8
Cc1ccc(S(=O)(=O)NC(=O)Nc2ccc(OC(F)F)cc2)cc1
 : 11	-4	-0.8	5	-6	-3	6	4	x	9
COC(=O)c1nnn(CC(=O)Nc2cccc(Cl)c2C)c1C(=O)OC
 : 1	3	-0.9	5	3	2	-4	-3	-8	-3
N#Cc1ccc(COn2nnc3ccccc32)cc1
 : -5	6	-1.3	-1	-2	-3	1	0	9	4
O=C(NCCc1ccccc1Cl)C1CC(=O)N(C2CCCCC2)C1 (centres undefined)
 : -2	2	0.8	-2	3	0	1	-4	4	3
O=C(Nc1ccc(SC(F)F)cc1)c1cccc2nc3ccccc3nc12
 : 4	-3	0.0	3	-5	-1	6	2	3	4
COc1ccccc1CNC(=O)C(CC(C)C)NS(=O)(=O)c1ccc2c(c1)oc(=O)n2C (centres undefined)
 : -2	2	0.2	-1	2	4	4	-1	3	-8
Cc1cccc(Nc2nnc(SC/C(O)=C(\C#N)c3nc4ccccc4[nH]3)s2)c1
 : 6	-7	-0.3	-3	1	2	-1	-2	6	2
CCN1/C(=C2\C(=O)N(C)C(=S)N2C)C=Cc2cc(OC)ccc21
 : -2	-4	-15	9	1	-1	-7	-1	3	-8
CCOc1cc(N2CCOCC2)c(OCC)cc1NC(=O)c1cc(-c2ccco2)nc2ccccc12
 : 7	2	-3.3	14	4	-4	-9	0	-4	2
Cc1ccc(S(=O)(=O)N2CCCSCC2)cc1
 : -5	0	-1.2	-3	1	-3	6	-2	1	5
CC(=O)Nc1ccc(NC(=O)[C@@H](NC(=O)c2cccc(C)c2)C(C)C)cc1
 : 4	-1	-0.8	-6	-1	2	-6	-1	-1	2
O=C1C=C(c2ccc(Cl)nc2)C[C@@H](c2ccc3c(c2)OCO3)C1
 : -6	2	-0.5	2	-6	0	3	1	3	1
COc1ccc(CNC(=O)c2ccc(CS(=O)c3ccccc3)o2)cc1 (centres undefined)
 : 8	1	-0.8	-4	1	0	4	0	-1	7
CCOc1cc(C(N)=O)cc(OCC)c1OCC
 : 5	0	0.6	2	-3	-1	2	-3	-3	7

# Some of the entries so far, comma-delimited:
molecule,TDP2 absorb,UHRF1 binding,PG9 binder,SIAE primary,DDE Tn7 FP inh,PRMT1 inh,mABHD4 FP,LEDGF integ inh,HTRA1 inh,TCR CD3 inh
O=C1CCN(S(=O)(=O)c2ccccc2)N1,-2,-2,-1.6,-7,1,6,6,-1,6,0
O=C(O)Cn1c(=O)c(F)cn(C2CCCO2)c1=O (centres undefined),0,-1,-0.6,-3,-3,0,4,1,6,5
Cc1nc(-c2ccccc2Cl)sc1C(=O)/C=C/N(C)C,0,1,0.2,-11,9,4,-2,-7,-74,-5
Cc1ccc2nc(-c3cccc(-c4cccc(Cl)c4)c3)c(NCc3ccccc3)n2c1,-3,0,0.4,8,-1,8,14,-1,-25,3
C[C@H]1[C@@H](OC(=O)NCc2cccnc2)CC[C@@]23CCCN2C(=O)CCC[C@@H]13,3,-4,x,4,2,-1,0,-1,x,x
N#CCC(=O)N/N=C/c1ccc(OC2CSC2)cc1,-9,-4,-0.8,6,-7,0,13,2,-11,2
CCOc1ccc(OCC)c(NC(=O)CSc2nc3ccccc3c(=O)n2C)c1,-4,0,1.9,-4,-1,1,1,-1,-4,6
COc1ccc(OCc2nc(N)nc(Nc3ccccc3OC)n2)cc1,6,0,-2.0,9,5,1,-12,4,5,-8
O=C(Nc1ccc(Cl)c(Cl)c1)Nc1ccccc1C(=O)O,0,-2,1.9,-20,-4,4,-22,-1,-28,2
CC1(C(=O)Nc2cccc(NS(C)(=O)=O)c2)CCN1CCc1ccccc1 (centres undefined),-1,2,0.6,-3,-1,3,-2,3,x,4
Cc1noc(C)c1COC(=O)CN(C)S(=O)(=O)c1ccc(Cl)cc1,3,-1,-0.4,3,-11,2,4,3,0,3

# The results go on:
# Under each structure: TDP2 absorb	UHRF1 binding	PG9 binder	SIAE primary	DDE Tn7 FP inh	PRMT1 inh	mABHD4 FP	LEDGF integ inh	HTRA1 inh	TCR CD3 inh
COc1ccc(C2=NCC(CSc3nnnn3C)S2)cc1 (centres undefined)
 : 0	0	0.7	-5	5	5	-3	2	-3	-1
O=C(O)CNC(=O)c1ccc(NC(=O)/C(=C/c2ccccc2)NC(=O)c2ccco2)cc1
 : 7	-2	-2.3	-2	1	-2	3	0	2	1
CCC(=O)Nc1ccc(C(=O)CSc2nc(N)cc(N)n2)cc1
 : 4	-5	-0.9	-2	3	-6	-6	5	4	5
CCCCN1C(=O)C(NC(C)=O)c2cc(Br)ccc21 (centres undefined)
 : -15	2	0.4	-9	4	6	-16	0	4	-11
O=C(O)c1ncsc1-c1ccccc1
 : -11	5	-2.5	-5	-1	5	-4	3	4	-5
CC1(c2nnc(-c3ccncc3)o2)CC(c2cccc(Cl)c2)=NO1 (centres undefined)
 : -6	1	-1.3	1	-3	1	8	2	-7	-3
Cc1ccc(OCC(=O)Oc2c(C)cccc2C)cc1
 : 4	1	-1.1	7	3	-3	-6	5	-2	3
Cc1ccc(C)c(C(=O)COC(=O)c2cc(S(=O)(=O)N3CCOCC3)ccc2F)c1
 : -9	1	-0.2	1	-3	4	0	-8	8	-7
CCCCNC(=O)Nc1ncn[nH]1
 : -1	-3	-0.2	2	2	-4	5	7	7	6
CCOc1ccc(-c2nc(CSCC(=O)NC3CCC3)c(C)o2)cc1
 : 1	-1	x	2	0	2	1	-1	x	x
O=C1C2CCCN2C(c2ccc(Br)cc2)N1c1ccc(F)cc1 (centres undefined)
 : -7	0	-0.3	-4	-2	-2	1	-1	-5	-3
Cc1ccc(-n2c(C)cc(C=C3C(=O)CC(C)(C)CC3=O)c2C)cc1
 : 9	4	-0.2	3	10	1	3	-5	3	-4
OC(CSc1ccccc1Cl)CN1CCN(c2ccccc2F)CC1 (centres undefined)
 : -10	-5	-4.0	8	-2	-2	-1	7	-10	4
O=C(Nc1ccc(N2CCOCC2)cc1)c1csc([C@@H]2O[C@H](CO)[C@H](O)[C@H](O)[C@H]2O)n1
 : -7	3	-1.9	-3	0	-2	0	3	x	-5
O=C(OCCN1CCCC1=O)c1cc(F)c(F)c(F)c1F
 : 4	-5	0.0	-7	1	-3	1	0	-1	3
CC(C)C(=O)Nc1c2c(nc3ccccc13)N(C)CC2
 : 2	6	0.9	-7	-1	1	-2	0	2	-10
COC(=O)CNC(=O)C1Nc2ccc(OC(F)(F)F)cc2C2C=CCC12 (centres undefined)
 : -6	-1	-1.6	5	-4	37*	47*	10	27	-1
Cc1cc(C)n(CCCNC(=O)c2ccc(C)c(S(=O)(=O)N3CCOCC3)c2)n1
 : -6	-2	1.9	-9	-1	-4	-1	-1	-2	5
O=C(N/N=C\c1cc2c(cc1Cl)OCO2)c1cccs1
 : 5	-5	0.3	10	0	-1	-4	-1	-8	0
COc1ccccc1-c1csc2ncnc(Sc3nnnn3C)c12
 : 10	0	-0.3	12	9	-4	-1	1	-6	-3
COC(=O)c1ccc(CNC(=O)CSC(C)C(=O)Nc2cc(C)on2)cc1 (centres undefined)
 : 9	0	-2.4	-1	0	-1	-6	-1	4	-2
CCc1nc2c(OCC(=O)C(C)(C)C)cccn2c1N(C)C(=O)COc1ccccc1
 : 0	-2	-1.3	-5	-5	6	6	-1	x	-4
O=C(NCCCN1CCOCC1)c1ccc2c(c1)N(Cc1ccccc1)C(=O)c1ccccc1S2=O (centres undefined)
 : 10	-3	-0.4	2	-1	-3	7	0	-4	-5
CCOC(=O)COc1cccc2c(=O)n(CC(=O)NCc3ccc4c(c3)OCO4)ccc12
 : 12	2	3.0	7	2	0	3	2	0	4

# 3 of the entries above in order of their number in TDP2 absorb, highest first:
compound	TDP2 absorb	UHRF1 binding	PG9 binder	SIAE primary	DDE Tn7 FP inh	PRMT1 inh	LEDGF integ inh	HTRA1 inh	TCR CD3 inh
CCOC(=O)COc1cccc2c(=O)n(CC(=O)NCc3ccc4c(c3)OCO4)ccc12	12	2	3.0	7	2	0	2	0	4
O=C(NCCCN1CCOCC1)c1ccc2c(c1)N(Cc1ccccc1)C(=O)c1ccccc1S2=O (centres undefined)	10	-3	-0.4	2	-1	-3	0	-4	-5
COC(=O)c1ccc(CNC(=O)CSC(C)C(=O)Nc2cc(C)on2)cc1 (centres undefined)	9	0	-2.4	-1	0	-1	-1	4	-2
